RBBP9 inh = human RBBP9 inhibitors, primary screen, biochemical, fluorescence polarization, FP-Rh probe, HTS. 220,000 compounds, 0.2% hits. inhibition, % at 7.94 µM. recombinant RBBP9;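 active = inhibition above the campaign mean of all tested compounds plus 3 SD, cut at about 14% in these data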;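 note: plate controls were DMSO wells with RBBP9 for no effect and wells lacking RBBP9 protein for full effect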
Target sequence (O75884 whole entry, looked up): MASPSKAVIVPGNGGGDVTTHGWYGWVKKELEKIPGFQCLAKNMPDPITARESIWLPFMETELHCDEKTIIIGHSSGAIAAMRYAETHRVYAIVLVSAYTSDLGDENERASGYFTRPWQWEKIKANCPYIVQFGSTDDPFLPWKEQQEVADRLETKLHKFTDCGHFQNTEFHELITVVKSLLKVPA
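system = RBBP9 protein | input = RBBP9 at 2.5 µM in dispensed solution, before mixing | measured by = fluorescence polarization (mP), excitation 525 nm, emission 598 nm | incubation = enzyme-compound preincubation 30 min, then probe labeling 45 min, 25 °C | buffer or medium = Tris-NaCl-Pluronic buffer, pH 8.0 | compound = single dose 7.94 µM | also added = FP-Rh probe, 375 nM dispensing solution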
BaF3 parental = parental Ba/F3 cell viability inhibition, counter-screen for JAK2V617F inhibitor project, murine pro-B, CellTiter-Glo luminescence | CellTiter-Glo ATP luminescence | inhibition, % at 5.6 µM | 220,000 compounds, 1.1% hits | AID 1486, 2009;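 active = inhibition above a per-campaign cutoff, the mean inhibition of all tested compounds plus 3 SD, cut at about 27% in these data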;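 note: 0% = DMSO wells and 100% = JAK Inhibitor I control wells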
Tb hexokinase = Trypanosoma brucei hexokinase 1 inhibitors, primary screen, biochemical, G6PDH-coupled NADH absorbance, MLSCN library | recombinant TbHK1, G6PDH-coupled NADH A340 | 220,000 compounds, 0.11% hits | inhibition, % at 10 µM;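 active = inhibition of 50% or more in the single-dose primary screen; inactive = inhibition below 50%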
NCF1 inh = p47phox/p22phox peptide binding inhibitors, primary screen, biochemical, uHTS, NADPH oxidase regulatory subunit; AID 1274, 2008; inhibition, % at 24.7 µM; Neutrophil cytosol factor 1 (Homo sapiens), P14598; 220,000 compounds, 0.53% hits; fluorescence polarization, 2 h;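 active = inhibition above about 30%, limit read from the data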;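 note: 0% = p47phox with labelled peptide and 100% = labelled peptide alone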
p97 inhibitor = inhibitors of human p97 ATPase, primary screen, biochemical. Transitional endoplasmic reticulum ATPase (Homo sapiens), P55072. recombinant p97 ATPase, Kinase-Glo ATP luminescence, 3 h. inhibition, % at 8 µM. 220,000 compounds, 0.42% hits. AID 1481, 2009; in the data active = inhibition above about 15%;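 note: 0% = DMSO vehicle and 100% = wells lacking enzyme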
Target sequence (P55072 whole entry, looked up): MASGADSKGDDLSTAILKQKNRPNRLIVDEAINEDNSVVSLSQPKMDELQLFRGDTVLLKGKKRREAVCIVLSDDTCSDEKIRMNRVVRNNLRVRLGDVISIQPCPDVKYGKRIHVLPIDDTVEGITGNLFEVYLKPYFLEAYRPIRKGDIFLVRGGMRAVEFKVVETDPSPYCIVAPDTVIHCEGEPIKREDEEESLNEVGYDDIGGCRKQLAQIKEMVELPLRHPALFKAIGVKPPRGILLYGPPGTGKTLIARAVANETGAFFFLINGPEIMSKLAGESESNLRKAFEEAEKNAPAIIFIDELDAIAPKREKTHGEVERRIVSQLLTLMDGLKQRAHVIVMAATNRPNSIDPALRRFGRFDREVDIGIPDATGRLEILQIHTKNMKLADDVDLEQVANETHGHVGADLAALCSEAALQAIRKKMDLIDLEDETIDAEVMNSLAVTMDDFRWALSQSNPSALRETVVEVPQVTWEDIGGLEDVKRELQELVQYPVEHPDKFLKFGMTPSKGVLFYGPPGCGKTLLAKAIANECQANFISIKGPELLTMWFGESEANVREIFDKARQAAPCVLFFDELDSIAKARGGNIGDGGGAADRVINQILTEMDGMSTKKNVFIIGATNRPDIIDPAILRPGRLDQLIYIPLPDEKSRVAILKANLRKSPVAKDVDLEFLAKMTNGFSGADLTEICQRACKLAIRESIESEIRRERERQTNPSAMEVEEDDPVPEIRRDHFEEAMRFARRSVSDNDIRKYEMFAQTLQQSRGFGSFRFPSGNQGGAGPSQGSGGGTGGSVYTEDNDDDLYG
PPC-1+TRAIL kill = compounds killing PPC-1 cancer cells with TRAIL present, primary screen, TRAIL potentiator project, ATPLite luminescence, uHTS | PPC-1 cells + TRAIL, ATPLite viability luminescence | cell killing (% activity), % at 4 µM | 220,000 compounds, 0.41% hits;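 active = cell killing above 50% in the first pass at 4 µM, then a duplicate retest at 5 µM averaging 50% or more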;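 note: plate controls were cells with TRAIL plus DMSO for no effect and medium-only wells lacking cells for full effect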
EP2 antag = human EP2 receptor antagonists, primary screen, TR-FRET cAMP, C6 glioma cells | Prostaglandin E2 receptor EP2 subtype (Homo sapiens), P43116 | C6 glioma cells expressing human EP2; cells stimulated with saturating PGE2 | inhibition, % at 25 µM | 260,000 compounds, 0.52% hits;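 active = percent inhibition above 40 after rounding to a whole number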;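 note: rat C6 glioma host cells with rolipram phosphodiesterase inhibitor present; the protocol text gives 20 µM as final concentration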
Furin inhibitor = human furin inhibitors, primary screen, biochemical, fluorescence intensity; purified furin, fluorogenic substrate cleavage; P09958; 220,000 compounds, 0.061% hits; inhibition, % at 30 µM; in the data active = inhibition above about 25%; note: inactives centre near -15
Ba/F3 V617F tox = reduced viability of JAK2V617F-dependent Ba/F3 cells, primary screen, JAK2V617F inhibitor project, cell-based, Ba/F3 EpoR-JAK2V617F, luminescence. ATP luminescence. inhibition, % at 5.6 µM. AID 1446, 2008. 220,000 compounds, 1.1% hits;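 active = inhibition above the campaign mean plus 3 SD over all tested compounds, cut at about 24% in these data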;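 note: cytokine-independent growth of Ba/F3 cells driven by EpoR plus mutant JAK2; 0% = DMSO-treated cells and 100% = JAK inhibitor I control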
* hit, by the source's call; . = no result given; & = joins results of further samples; [ ] = dose if it differs, or a comment. Some of the compounds tested; rates above refer to the full screens.

SMILES	RBBP9 inh	BaF3 parental	Tb hexokinase	NCF1 inh	p97 inhibitor	PPC-1+TRAIL kill	EP2 antag	Furin inhibitor	Ba/F3 V617F tox
Cc1cccc(CCNC(=O)C2CCCN(S(=O)(=O)c3cnc[nH]3)C2)c1 (stereo not given)	-2	6	6	2	-7	-3	8	-2	8
CCOc1ccc(S(=O)(=O)N2CCc3ccccc3C2)cc1	-8	10	0	-7	-5	-4	6	-19	-2
Cc1cc(C(=O)CSc2nnnn2-c2ccccc2)c(C)n1-c1ccc2c(c1)OCO2	-13	3	-7	-49	2	26	7	-25	0
O=C1CC(c2ccc(Cl)cc2)SC(N(c2ccccc2)c2ccccc2)=N1 (stereo not given)	-10	7	8	-5	-7	0	7	-4	3
O=C(Cn1cc(C(=O)C(F)(F)F)c2ccccc21)N1CCOCC1	-4	1	-13	-2	3	10	3	-19	-3
Nc1cc(-c2cccc([N+](=O)[O-])c2)[nH]n1	-7	4	-4	4	-2	7	7	-13	1
CCCCOCCCNC(=O)c1ccc(NC(C)=O)cc1	-3	0	1	-9	2	2	7	-9[20 µM]	-4
CCOC(=O)c1nnc(-c2ccc(C)cc2)nc1Oc1ccc(Cl)cc1Cl	-5	4	-5	-13	-1	7	4	-8[20 µM]	-2
Cc1ccc2[nH]c(=O)c(CN(Cc3cccs3)C(=S)NCc3ccco3)cc2c1	0	11	-2	-14	-1	-2	6	-13	2
O=C(c1cccnc1)N1CCC(c2nc3ccccc3[nH]2)CC1	-1	-2	-4	7	2	16	6	-7	-4
O=C(CC1CCCC1)Nc1ccc2c(c1)CCC2	-23	6	0	-13	46*	-13	12	-11[20 µM]	-2
Nn1c(SCC(=O)Nc2ccccc2F)nc2ccccc2c1=O	-10	5	-2	-6	0	2	6	-18[20 µM]	1
COc1ccc(F)cc1S(=O)(=O)NC1CCCC1	-5	4	-1	4	2	9	1	-19[20 µM]	0
COc1cc(C)ccc1OCCCOc1ccccc1Cl	-7	1	0	2	-3	2	15	-15[20 µM]	-2
COc1ccc(S(=O)(=O)N2CCN(C)CC2)cc1Br	-8	0	-4	7	-1	6	12	-20	1
Cc1c(-c2ccc(Cl)cc2)[n+](=O)c(-c2ccccc2)cn1[O-]	-5	-2	-22	-12	2	12	10	-12	-3
O=C(COC(=O)c1cccnc1Cl)c1cccc(Cl)c1	-9	0	-6	-1	-2	-11	2	-6[20 µM]	-2
Cc1c(CN2CCCCC2)c(O)n(CCO)c(=O)c1C#N	-2	-5	-14	-10	4	8	19&6	-19	-5
Cc1ccc(CNC(=O)Cn2c(=O)oc3ccccc32)o1	-11	1	27	1	5	-11	15	-10	-2
O=C(CC1NCCc2ccccc21)Nc1ccc(Oc2ccccc2)cc1 (stereo not given)	6	6	27	-6	-6	-13	11	-17	3
O=C1CN(C(=O)COC(=O)/C=C/c2ccc(OC(F)F)cc2)c2ccccc2N1	-4	-1	-7	-6	5	10	12	-3	-1
C=CCn1c(SCC(=O)Nc2ccc(C(=O)O)cc2)nnc1-c1cccnc1	0	-8	-3	-11	7	4	3	-31	-3
Cc1ccc(/C=N/Nc2nc(C(C)(C)C)cs2)o1	-2	7	-24	-5	5	4	3	-10	-2
Cc1ccc(Nc2nc(N/N=C/c3c[nH]c4ccccc34)nc(N3CCOCC3)n2)cc1	-5	62*	-24	0	5	29	4	0	80*
COC(=O)c1ccc(N2C(=O)CC(N(C)Cc3ccccc3)C2=O)cc1 (stereo not given)	-3	2	-6	-10	1	13	-1	-19	1

3 records drawn at random from the list so far:
SMILES	RBBP9 inh	BaF3 parental	Tb hexokinase	NCF1 inh	p97 inhibitor	PPC-1+TRAIL kill	EP2 antag	Furin inhibitor	Ba/F3 V617F tox
COc1ccc(F)cc1S(=O)(=O)NC1CCCC1	-5	4	-1	4	2	9	1	-19[20 µM]	0
Nn1c(SCC(=O)Nc2ccccc2F)nc2ccccc2c1=O	-10	5	-2	-6	0	2	6	-18[20 µM]	1
Cc1cccc(CCNC(=O)C2CCCN(S(=O)(=O)c3cnc[nH]3)C2)c1 (stereo not given)	-2	6	6	2	-7	-3	8	-2	8

Other records follow.
SMILES	RBBP9 inh	BaF3 parental	Tb hexokinase	NCF1 inh	p97 inhibitor	PPC-1+TRAIL kill	EP2 antag	Furin inhibitor	Ba/F3 V617F tox
CCOC(=O)c1c(NC(=O)CC2SC(=NC)N(C)C2=O)sc(C)c1C (stereo not given)	5	-1	-19	-19	0	23	8	-18[20 µM]	-3
CCOC(=O)c1[nH]c(=O)[nH]c1CSc1ccccn1	-4	8	-2	8	1	0	0	-18	1
CC1=C(C)CC(C(=O)NNC(=O)c2csc(C)c2C)C(C(=O)O)C1 (stereo not given)	0	10	4	3	-6	15	2	-11	3
CN(C)C(=O)COC(=O)/C=C/c1cn(-c2ccccc2)nc1-c1cccs1	-12	2	-14	-27	2	10	6	0	-4
COc1cccc(CN2C(=O)c3ccccc3C2C(=O)NCC2CCCO2)c1 (stereo not given)	0	3	-6	-16	-4	21	7	-21[20 µM]	1
CC(C)N(Cc1nccn1C)C(=O)c1ccc(OC2CCN(C(=O)C3CC3)CC2)cc1	-7	2	-1	-8	1	6	7	-13	-2
O=C(Nc1ccccc1C(=O)NC(Cc1ccccc1)C(=O)O)c1ccccc1 (stereo not given)	-4	4	-3	5	7	2	4	-16	-3
O=C(NCc1ccco1)c1ccccc1-c1nc(-c2ccc(F)cc2)no1	-4	1	-1	0	-3	-6	7	-27	2
CC(C)n1c(=S)[nH]c2cc(C(F)(F)F)ccc21	-6	-3	-2	-13	-4	2	9	-19	-1
CCN(CC)C(=O)c1sc(NC(=O)c2ccc3c(c2)OCO3)c(C#N)c1C	-9	5	11	-17	-2	13	13&6	-19[20 µM]	0
COc1cc(O)oc1C=Nc1ccc(Oc2ccccc2)cc1	-5	10	-1	-14	-2	9	2	0[20 µM]	6
CCOC(=O)c1c(C)oc2c1c1c(c3ccccc32)OCN(CCCC(=O)O)C1	-4	1	-12	-3	3	15	15	-22	-3
CN(C(=O)CSc1ncnc2sc(-c3ccccc3)cc12)C1CCS(=O)(=O)C1 (stereo not given)	-7	6	-19	-16	5	-2	17	-19	-2
CCOC(=O)N1CCC(NC(=O)c2cccc3c2C(=O)N(Cc2cccnc2)C3)CC1	-12	4	-9	2	-1	6	9	-19	0
CCCCC(=O)c1ccc(O)cc1	-1	4	-27	-10	2	-7	6	-18[20 µM]	-2
Cc1onc(-c2ccccc2Cl)c1C(=O)Nc1nnc(C(C)C)s1	1	6	-4	-14	3	11	12	-20	2
COc1ccc(C(C)=O)cc1CSc1nnc(Nc2ccccc2C)s1	2	8	-7	-26	1	6	16	-9	0
COC(=O)Cn1c(CN(Cc2ccccc2)Cc2ccccc2)nc2c1c(=O)[nH]c(=O)n2C	-7	4	-4	-5	-3	3	8	-24	1
C/C(Cl)=C\Cn1c(Nc2cccc(C)c2)nc2c1c(=O)n(C)c(=O)n2C	-2	4	0	-19	-1	8	7	-16	0
O=C(O)CN1C(=O)CSc2ccccc21	-6	3	-1	-2	1	0	-1	-16	-1
O=C(C1=C[C@H](C2CC2)C[C@H](OCc2ccc(CO)cc2)O1)N1CCOCC1	-4	1	-1	.	3	17	3	-22	0
CC(=O)Nc1ccccc1NC(=O)c1ccc(C)cc1C	3	2	-1	-8	2	-6	14	-33	-2
CC(C)N(Cc1cnn(C)c1)Cc1nc(COc2ccccc2)no1	0	6	1	-3	2	2	5	-16	-2
COc1ccc(CCCC(=O)N/N=C/c2cccc(OC)c2O)cc1C	-8	6	63*	-12	1	20	14	-9	-2
COCCN(Cc1ccco1)C(=O)Cn1ncc2c(=O)oc3ccccc3c21	4	-2	-7	1	7	7	5	-20	-6

With a hit mark in Tb hexokinase, among the entries above:
SMILES | RBBP9 inh | Tb hexokinase | NCF1 inh | p97 inhibitor | Furin inhibitor
COc1ccc(CCCC(=O)N/N=C/c2cccc(OC)c2O)cc1C | -8 | 63* | -12 | 1 | -9

(further entries)
SMILES	RBBP9 inh	BaF3 parental	Tb hexokinase	NCF1 inh	p97 inhibitor	PPC-1+TRAIL kill	EP2 antag	Furin inhibitor	Ba/F3 V617F tox
COC(=O)CCNc1n[nH]c(=O)[nH]c1=O	-3	9	7	-7	2	1	6	-5	2
COc1cccc(OCC(=O)NNC(=O)c2cnccn2)c1	-9	9	-9	-6	-2	-8	9	-29	0
C[N+](C)(C)CCCN1C(=O)CCCC1=O	-9	6	4	-18	-4	22	22	11[20 µM]	2
O=C(Nc1nccs1)C1(S(=O)(=O)c2ccc(Cl)cc2)CC1	-3	3	6	-8	4	-11	3	-33	-2
CCN(CC)CCCC(C)NC(=O)c1cc(=O)c2ccccc2o1 (stereo not given)	3	3	-1	-4	5	-7	6	-20	-2
CCN1CCN(C(=O)CCc2nnc(CCCCc3ccccc3)o2)[C@@H](C)C1=O	-2	7	0	-21	0	8	7	-14	0
CCNS(=O)(=O)c1ccc(C)c(-n2cnnn2)c1C	3	-2	7	8	2	16	13	-25[20 µM]	-4
O=C(COC(=O)c1cnccn1)c1ccc(Br)cc1	-3	1	-6	-16	2	-10	5	-15	-5

Part of the list above, showing only EP2 antag:
SMILES,EP2 antag
COC(=O)CCNc1n[nH]c(=O)[nH]c1=O,6
COc1cccc(OCC(=O)NNC(=O)c2cnccn2)c1,9
C[N+](C)(C)CCCN1C(=O)CCCC1=O,22
O=C(Nc1nccs1)C1(S(=O)(=O)c2ccc(Cl)cc2)CC1,3
CCN(CC)CCCC(C)NC(=O)c1cc(=O)c2ccccc2o1 (stereo not given),6
CCN1CCN(C(=O)CCc2nnc(CCCCc3ccccc3)o2)[C@@H](C)C1=O,7
